Screening results from PubChem BioAssay.
Pemphigus Ab inh = inhibitors of pemphigus antibody binding to DSG3, primary screen, biochemical, bead-based, flow cytometry, scFv-GFP | binding (percent of control), % at 10 µM | DSG3-coupled beads, scFv-anti-DSG3-GFP binding; active compounds read low | Desmoglein-3 (Homo sapiens), P32926 | 310,000 compounds, 0.48% hits;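 active = binding more than 3 SD below its plate's average and above zero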;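 also: hits lower antibody fragment binding to DSG3; some compounds called inactive have numbers as strong as hits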
RTF Ca sens inh = cardiac RTF calcium sensitivity inhibitors, primary screen, biochemical, IANBD-TnC fluorescence, EC70 calcium | Troponin I, cardiac muscle (Homo sapiens) + Troponin T, cardiac muscle (Homo sapiens) + … | IANBD-labeled cardiac RTF, Ca2+ fluorescence | inhibition, % at 7.15 µM | 340,000 compounds, 0.12% hits | AID 493244, 2011;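 active = inhibition above the mean inhibition of all tested compounds plus 3 SD, cut at about 17% in these data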;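 also: assay run at fixed EC70 calcium of 1.6 mM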
Wnt act = Wnt/beta-catenin pathway activators, primary screen, cell-based, plate reader, single point; Wnt/beta-catenin reporter cell assay, activator; activation, % at 9.35 µM; 300,000 compounds, 1.2% hits; AID 743398, 2014; in the data active = activation above about 30%, passing the limit was not always enough;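 also: 0% = neutral control wells and 100% = positive control wells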
MOR-DOR ag = agonists of OPRM1-OPRD1 heterodimerization, primary screen, cell-based, luminescence. cells. Mu-type opioid receptor (Homo sapiens) + Delta-type opioid receptor (Homo sapiens), …. activation, % at 9.3 µM. 340,000 compounds, 0.3% hits; in the data active = activation above about 18%;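 also: 0% = vehicle-treated cells and 100% = reference agonist; values of inactives mirror those of a sister screen read the other way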
V-ATPase pH = regulators of yeast V-ATPase proton pumping, primary screen, pHLuorin cytosolic pH fluorescence | 350,000 compounds, 0.37% hits | response, % at 10 µM | S. cerevisiae | AID 504577, 2011; in the data active = response mostly above about 7.3%, no sharp cut-off; inactive = mostly below about 5.4%; also: actives read high; inactives centre near 0; some compounds called inactive have numbers as strong as hits; reference of the scale not given here
Arr AP2 block = inhibitors of beta-arrestin/AP2 binding, primary screen, biochemical, GPCR trafficking, flow cytometry. inhibition, % at 10 µM. 340,000 compounds, 0.31% hits. AID 504490, 2011. beta-arrestin 1 C-terminal peptide binding to AP2 beta2-adaptin appendage (human). FITC-arrestin peptide / GST-AP2 beads; AP2 beta2 appendage carries R879A mutation;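 active = inhibition above a set limit, near 3 SD of compounds lacking own fluorescence, cut at about 54% in these data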;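 also: plate controls were DMSO wells for no effect and 5 µM unlabelled arrestin peptide for full effect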
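system = GST-tagged AP2 beta2-adaptin appendage (R879A) on 4 µm glutathione beads | reagent = FITC-labelled arrestin peptide probe, 50 nM final | schedule = compound with beads 12 min RT, then probe 1 h RT | signal = HyperCyt-sampled flow cytometry, FL1 channel, ex 488/em 535 nm | read-out = percent response from loss of bead-bound FITC fluorescence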
Keap1 Nrf2 FP = Keap1-Nrf2 protein-protein interaction inhibitors, primary screen, biochemical, fluorescence polarization, single point; Keap1 Kelch-Nrf2 peptide fluorescence polarization, 1536-well; inhibition, % at 9.4 µM; Kelch-like ECH-associated protein 1 (Homo sapiens), Q14145; AID 504523, 2011; 340,000 compounds, 0.15% hits; in the data active = inhibition above about 12%;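 also: human Keap1 Kelch domain with fluorescein labeled Nrf2 9mer peptide probe; 0% = neutral control wells and 100% = peptide positive control; higher means more block of Keap1 binding to Nrf2 peptide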
Target sequence (Q14145 whole entry, looked up, the tested form may be a part): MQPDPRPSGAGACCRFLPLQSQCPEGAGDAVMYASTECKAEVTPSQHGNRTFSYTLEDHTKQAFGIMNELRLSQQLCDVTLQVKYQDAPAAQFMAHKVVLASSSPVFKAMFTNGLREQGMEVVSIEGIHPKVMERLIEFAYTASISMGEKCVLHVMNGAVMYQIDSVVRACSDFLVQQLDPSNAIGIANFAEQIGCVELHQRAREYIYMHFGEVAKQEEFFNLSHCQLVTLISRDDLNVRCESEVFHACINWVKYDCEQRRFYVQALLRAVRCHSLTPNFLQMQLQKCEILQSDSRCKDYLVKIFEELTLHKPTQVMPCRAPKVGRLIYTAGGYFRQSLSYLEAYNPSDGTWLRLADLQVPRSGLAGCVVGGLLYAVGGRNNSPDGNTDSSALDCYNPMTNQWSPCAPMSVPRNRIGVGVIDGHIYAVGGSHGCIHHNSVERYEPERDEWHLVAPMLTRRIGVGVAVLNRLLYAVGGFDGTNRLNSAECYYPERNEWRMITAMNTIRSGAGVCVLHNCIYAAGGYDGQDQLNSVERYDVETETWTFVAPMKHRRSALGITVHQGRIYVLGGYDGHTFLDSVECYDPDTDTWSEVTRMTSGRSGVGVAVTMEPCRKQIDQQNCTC
RTF Ca sens act = cardiac RTF calcium sensitivity activators, primary screen, biochemical, IANBD-TnC fluorescence, EC20 calcium; Troponin I, cardiac muscle (Homo sapiens) + Troponin T, cardiac muscle (Homo sapiens) + …; IANBD-labeled TnC RTF fluorescence at EC20 calcium; 0% EC20 calcium, 100% full calcium; activation, % at 7.2 µM; 340,000 compounds, 0.24% hits;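 active = activation above the mean over all tested compounds plus 3 SD, cut at about 30% in these data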;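 also: rise in fluorescence read as greater calcium sensitivity of cardiac thin filaments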
MOR-DOR inv ag = inverse agonists of MOR-DOR heterodimerization, primary screen, cell-based, luminescence. Mu-type opioid receptor (Homo sapiens) + Delta-type opioid receptor (Homo sapiens), …. cell-based MOR-DOR heterodimer luminescence, inverse agonism. inhibition, % at 9.3 µM. 340,000 compounds, 0.21% hits; in the data active = inhibition above about 22%, passing the limit was not always enough;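 also: 0% = cells with DMSO and 100% = wells without cells with DMSO; values of inactives mirror those of a sister screen read the other way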
C-LANA FP = inhibitors of KSHV C-LANA binding to DNA, primary screen, biochemical, fluorescence polarization, FAM-LBS DNA, MBP-C-LANA, single point | inhibition, % at 9 µM | 340,000 compounds, 0.078% hits;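 active = highest replicate inhibition at or above 60% at 9 µM, even if other replicates fall short; inactive = all replicates below 60% inhibition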;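 also: 0% = neutral control wells and 100% = 4 µM acridine orange control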
* hit, by the source's call; . = no result given.

1. CCc1ccc(C(=O)N2CCCN(C)CC2)s1
2. O=C1/C(=C/c2ccncc2)SC(=S)N1C1CCCCC1
3. CCn1c(SCC(=O)Nc2ccccc2C(=O)OC)nnc1-c1ccoc1C
4. CCOC(=O)C1=C(C)Nc2nc(=S)[nH]n2C1c1ccc(Cl)cc1 (centres undefined)
5. Cc1nn(C(=O)CCC(=O)NCc2ccc(OC(C)C)cc2)c2ccccc12
6. CC1=C(C#N)C(/C=N/OCc2ccc(Cl)cc2)CC(=O)N1 (centres undefined)
7. O=S(=O)(Nc1cccc(S(=O)(=O)N2CCCC2)c1)c1ccc(Cl)s1
8. C[C@@H](C(=O)Nc1ccc2ccccc2c1)[C@@H]1C[C@@]1(C)[C@@H](NC(=O)OCc1ccccc1)c1ccccc1
Screen / compound no.	1	2	3	4	5	6	7	8
Pemphigus Ab inh	.	.	97	103	107	101	.	100
RTF Ca sens inh	-4	7	4	-2	3	-7	-5	-12
Wnt act	-2	5	.	.	1	2	0	.
MOR-DOR ag	-2.3	0.4	-0.7	2.2	-3.3	-3.1	-1.5	14
V-ATPase pH	-3	0	2	5	-3	2	-11	-2
Arr AP2 block	-6	3	5	6	5	-2	44	-2
Keap1 Nrf2 FP	4	-5	1	-2	3	-3	-3	-3
RTF Ca sens act	1	-1	4	4	-6	1	-1	15
MOR-DOR inv ag	13	-2	4	-13	17	18	6	-76
C-LANA FP	-0.3	-0.6	-1.5	-1.3	4.7	4.5	-2.1	-1.6

Some of the entries so far, as a markdown table.
| # | compound | Pemphigus Ab inh | RTF Ca sens inh | Wnt act | MOR-DOR ag | V-ATPase pH | Arr AP2 block | Keap1 Nrf2 FP | RTF Ca sens act | MOR-DOR inv ag | C-LANA FP |
| --- | --- | --- | --- | --- | --- | --- | --- | --- | --- | --- | --- |
| 6 | CC1=C(C#N)C(/C=N/OCc2ccc(Cl)cc2)CC(=O)N1 (centres undefined) | 101 | -7 | 2 | -3.1 | 2 | -2 | -3 | 1 | 18 | 4.5 |
| 2 | O=C1/C(=C/c2ccncc2)SC(=S)N1C1CCCCC1 | . | 7 | 5 | 0.4 | 0 | 3 | -5 | -1 | -2 | -0.6 |
| 1 | CCc1ccc(C(=O)N2CCCN(C)CC2)s1 | . | -4 | -2 | -2.3 | -3 | -6 | 4 | 1 | 13 | -0.3 |

Further entries:
9. CCCCC(=O)Nc1ccc2c(c1)nc(CCN1CCN(C)CC1)n2C
10. O=C(NCCCCc1ccccc1)Nc1ccc(F)cc1
11. Cc1ccc(S(=O)(=O)N2CCCC2=O)c(C)c1N(C)S(C)(=O)=O
12. CCN(CC)CC(=O)NCc1cc(-c2ccc(OC)cc2)no1
13. C[C@H](CO)N1C[C@H](C)[C@@H](CN(C)C(=O)Nc2ccc3c(c2)OCO3)Oc2c(NS(=O)(=O)c3ccc(F)cc3)cccc2C1=O
14. CC(C)Oc1ccc(CNC(=O)C2CCN(C(=O)N3CCOc4ccccc43)CC2)cc1
15. O=C(CNC(=O)c1sc2ccccc2c1Cl)NCc1ccc(F)cc1
16. O=C(CSc1nnc(CCc2nc3ccccc3[nH]2)n1-c1ccccc1)NCc1ccco1
Screen / compound no.	9	10	11	12	13	14	15	16
Pemphigus Ab inh	.	101	113	.	101	101	99	.
RTF Ca sens inh	-10	-4	2	-4	1	-1	-6	10
Wnt act	-2	2	0	.	-2	-4	-2	-9
MOR-DOR ag	-1.2	5.2	-0.2	-1.9	-2.0	-1.1	5.0	-1.1
V-ATPase pH	4	0	-1	-1	-1	1	18*	-1
Arr AP2 block	5	-1	3	17	5	21	36	28
Keap1 Nrf2 FP	-6	2	4	5	-4	-5	-3	-1
RTF Ca sens act	3	-2	0	-3	6	4	-4	0
MOR-DOR inv ag	6	-21	1	8	11	7	-26	7
C-LANA FP	-0.2	0.6	-0.8	-2.5	1.3	0.0	0.3	-1.9

17. CCN(CC)S(=O)(=O)c1ccc(C)c(NC(=O)COC(=O)CN2C(=O)NC(C)(C)C2=O)c1
18. COc1ccc(OC)c(-c2csc3nnc(SCC(=O)Nc4ccc(NC(C)=O)cc4)n23)c1
19. CCOc1ccccc1CNC(=O)c1nn(C)c2c1CS(=O)(=O)c1ccccc1-2
20. CCn1cc(CN2CCc3c([nH]c4ccccc34)C2c2cccc(OC)c2OC)c(C)n1 (centres undefined)
21. NS(=O)(=O)c1ccc(NC(=O)c2cccc(Cl)c2)cc1
22. Cc1nc2ccccc2c(=O)n1/N=C/c1ccco1
23. Cc1cc(N2C(=O)C3C4C=CC(C4)C3C2=O)no1 (centres undefined)
24. CNC(=O)c1cc2cccc(OC)c2oc1=O
Screen / compound no.	17	18	19	20	21	22	23	24
Pemphigus Ab inh	102	96	103	103	97	103	.	107
RTF Ca sens inh	-6	-3	-1	-9	-8	-6	1	-4
Wnt act	.	-1	-1	.	0	7	-7	.
MOR-DOR ag	-4.1	0.5	-2.3	0.0	-3.4	-1.7	-1.7	-1.9
V-ATPase pH	-6	-1	1	1	-1	-3	4	3
Arr AP2 block	-9	4	2	-13	6	27	-9	-3
Keap1 Nrf2 FP	0	0	-2	0	-7	-4	-1	-3
RTF Ca sens act	-14	-1	1	10	0	-2	6	-8
MOR-DOR inv ag	20	-3	12	0	18	9	10	10
C-LANA FP	2.1	-0.2	-0.7	-1.4	2.2	-1.0	1.6	-1.2

25. COc1cccc(N(Cc2nnc3n2CCCCC3)C(=O)Nc2ccccc2F)c1
26. CC(OC(=O)CN1C(=O)c2ccccc2C1=O)C(=O)NC1(C#N)CCCCC1 (centres undefined)
27. Cc1cccc(-n2c(SCC(N)=O)nnc2-c2ccccn2)c1C
28. CCOC(=O)c1c(C)[nH]c(C)c1C(=O)COC(=O)c1sccc1C
29. COc1cc(NC(=O)c2ccc3c(c2)OCO3)ccc1NC(=O)c1ccco1
30. Cc1n[nH]c(=S)n1Cc1ccccc1
31. NC(=O)CSc1nc2cc(Cl)ccc2c(=O)n1C1CCCCC1
32. COc1ccc(C(=O)Nc2nccs2)cc1
Screen / compound no.	25	26	27	28	29	30	31	32
Pemphigus Ab inh	101	102	98	98	86	85	105	93
RTF Ca sens inh	-11	-2	-4	0	-3	-4	2	3
Wnt act	18	7	.	2	.	4	-3	1
MOR-DOR ag	-1.8	-1.4	-2.1	-3.9	5.5	-1.3	2.4	-2.0
V-ATPase pH	3	-4	-6	2	2	9.8*	2	-3
Arr AP2 block	44	-3	-12	-8	-5	3	18	-3
Keap1 Nrf2 FP	1	-1	2	1	-7	2	-1	-1
RTF Ca sens act	0	-1	3	5	8	1	-8	-2
MOR-DOR inv ag	8	7	12	17	-29	7	-17	10
C-LANA FP	4.3	-4.1	1.1	0.7	-0.4	1.2	0.8	1.1

33. COc1cc(S(=O)(=O)NC2CCCC2)c(OC)cc1C
34. COc1cccc(CN2CCC(Oc3ccc(C(=O)N4CCCCC4)cc3)CC2)c1
35. CCC(C)(C(=O)NC1CCCC1)N(CC1CCCO1)C(=O)CNC(=O)c1ccccc1 (centres undefined)
36. Cc1ccc(C(=O)NC(=S)NNS(=O)(=O)c2ccccc2)cc1
37. CC(CC(=O)Nc1ccc(S(=O)(=O)Nc2ncccn2)cc1)c1ccccc1 (centres undefined)
38. CC(C)(C)OC(=O)NNc1c2ccccc2nc2ccccc12
39. COc1ccc(/C=N/NC(=O)Cn2nc(C)c([N+](=O)[O-])c2C)cc1
40. Cc1cc(=O)[nH]c(SCC(=O)OCc2ccccc2)c1C#N
Screen / compound no.	33	34	35	36	37	38	39	40
Pemphigus Ab inh	98	112	104	101	105	90	97	97
RTF Ca sens inh	-5	-8	-3	-2	2	3	1	2
Wnt act	-3	3	.	-1	-1	-1	2	-1
MOR-DOR ag	-3.8	-0.4	-0.8	-3.5	-3.0	0.2	-1.6	-3.0
V-ATPase pH	0	-4	3	2	4	1	1	-2
Arr AP2 block	-5	1	-1	44	5	24	4	-6
Keap1 Nrf2 FP	-3	3	-3	1	-1	3	-6	-3
RTF Ca sens act	1	0	6	5	3	-14	3	-6
MOR-DOR inv ag	20	2	5	20	16	-1	9	16
C-LANA FP	1.3	0.0	6.8	-2.0	2.6	-2.8	-0.9	-0.8

41. Cc1ccc(C)c(NC(=O)CN(C)C(=O)c2cccc(Oc3ccccc3)c2)c1
42. Cc1ccc(S(=O)(=O)N/N=C/c2ccccc2O)cc1[N+](=O)[O-]
43. CC(C)C(=O)Nc1ccc(-c2csc(-c3ccccc3)n2)cc1
44. CCCn1nc(C(=O)NNC(=O)c2cccc(C)c2)c2ccccc2c1=O
45. CN(c1ccc(F)cc1)S(=O)(=O)c1ccc(Cl)c(C(=O)NCc2ccco2)c1
46. CCN1CCN(c2oc(COc3ccc(Cl)cc3)nc2C#N)CC1
Screen / compound no.	41	42	43	44	45	46
Pemphigus Ab inh	101	110	85	94	.	93
RTF Ca sens inh	-1	9	-3	-6	-7	-7
Wnt act	1	6	.	-3	-4	-2
MOR-DOR ag	-3.9	-0.1	0.4	-0.4	0.2	-2.0
V-ATPase pH	0	0	3	0	0	-1
Arr AP2 block	-13	-15	0	-3	3	-1
Keap1 Nrf2 FP	2	1	-9	-10	0	3
RTF Ca sens act	0	-2	7	6	-2	2
MOR-DOR inv ag	15	1	-2	2	-1	10
C-LANA FP	-0.7	2.2	0.3	-0.5	-5.9	-0.6

No enrichment for hits; 3.1% or so of the library scored in one or more.
